miR-122 sensor – miR-122 inhibition in Huh7 cells. Huh7 miR-122 Renilla luciferase sensor, 48 h; neutral wells = 0, positive control = 100. activation (reporter increase), % at 12.5 µM. 340,000 compounds, 0.3% hits;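 active = mean replicate activation score at least 90 and every replicate individually at or above 90; inconclusive = only one of the two criteria met; inactive = neither criterion met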;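 also: higher luciferase means less miR-122 activity so hits act as miR-122 inhibitors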
DENV2 CPE rescue – DENV2-induced cell death inhibition. DENV2-infected cells, cytopathic effect rescue, plate reader. CPE inhibition, % at 9.99 µM. 350,000 compounds, 1.7% hits. AID 651640; in the data active = CPE inhibition above about 20%, passing the limit was not always enough; inconclusive = no clear call, values can overlap the other calls; tested in BHK-21 cells;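 also: 0% = median of neutral control wells and 100% = median of positive control wells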
PAX8 reporter – PAX8 transcriptional activity inhibition; 360,000 compounds, 1.2% hits; inhibition, % at 12.6 µM; RMG-I TPO-luciferase reporter, SteadyGlo, 24 h;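 active = mean replicate inhibition at least 60% with every replicate also reaching 60%; inconclusive = only one of the two criteria is met; inactive = mean below 60% and not all replicates reaching 60%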;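 also: luciferase light reporting Pax8 driven TPO promoter activity; plate controls were median of neutral control wells for no effect and mitoxantrone controls for full effect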
FN deposit inh – fibronectin deposition inhibition; AH1F fibroblasts, Alexa488-fibronectin deposition fluorescence, overnight; inhibition, % at 12.6 µM; 350,000 compounds, 0.086% hits; AID 743247;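 active = mean inhibition across replicates of 30% or more, regardless of how many single replicates reach that level; inconclusive = mean under 30% yet at least half of replicates reach 30%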;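 also: positive control wells lacked labelled fibronectin entirely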
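Measured by – fluorescence 485/525 nm · System – AH1F fibroblast monolayer, labelled fibronectin deposition · Amount – 10000 cells per well · Buffer or medium – serum-reduced DMEM (2% serum) · Doses – single dose, pinned · Also added – fluorescent fibronectin at 24 nM final · Schedule – 1 h cell attachment, overnight exposure to compound and label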
F508del corr – CFTR F508del correction in bronchial cells. activity (quench increase), % at 7.58 µM. CFBE cells, YFP halide quenching; stimulated with forskolin plus potentiator P3; % fluorescence drop versus neutral controls. 350,000 compounds, 0.36% hits;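 active = mean added fluorescence quench of at least 8% versus neutral control, with both replicates also reaching 8%; inconclusive = only one of the mean or replicate conditions met; inactive = mean below 8% and not both replicates reaching 8%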;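 also: cells transiently co-express mutant CFTR-F508del with the halide-sensitive YFP; corrector assay measuring rescue of mutant channel to the surface after 24 h compound exposure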
GSIS activator – primary screen for activators of insulin secretion dependent on glucose, INS-1E cells, GLuc reporter luminescence; 370,000 compounds, 0.61% hits; AID 743287; INS-1E GLuc reporter insulin secretion, 2-3 h; activation, % at 16.6 µM;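 active = lowest replicate activation of at least 40%, so every replicate reaches that level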;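 also: 0% = median of neutral control wells and 100% = median of IBMX positive control wells; some compounds called inactive have numbers as strong as hits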
EWS-Fli block – blocks EWS/Fli oncoprotein-driven transcription. A673 NR0B1-luciferase reporter, viability-normalised. inhibition, % at 12.6 µM. 350,000 compounds, 0.67% hits. AID 651661;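 active = mean inhibition of at least 50% after viability correction, with every replicate also passing that limit; inconclusive = mean reaches 50% but only one of two replicates passes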;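 also: firefly luciferase signal divided by Alamar Blue viability fluorescence both relative to DMSO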
Numbers without * were called inactive; ? = inconclusive; · = no result given; & = joins results of further samples; [ ] = dose if it differs, or a comment. Rows are unselected. Share with any hit: about 3.9%.

Results follow in this order: miR-122 sensor, DENV2 CPE rescue, PAX8 reporter, FN deposit inh, F508del corr, GSIS activator, EWS-Fli block
CCOC(=O)c1oc2ccccc2c1NC(=O)c1cccs1
→ 2, ·, ·, -22, ·, 77*, ·
Cc1nc(NS(=O)(=O)c2ccccc2)sc1C(=O)NN
→ -1, -3, 2, -3, -3.7, 4, 9
C=CCc1c(C)nc(-c2ccccc2)nc1Nc1ccccc1O
→ ·, 18, -21, -7, -2.5, 47, -6
C[C@@H]1CN([C@H](C)CO)C(=O)CCCn2nncc2CO[C@H]1CN(C)S(=O)(=O)c1ccc(-n2cccn2)cc1
→ -2, 5&-5, 6&14, 3&1, -0.3&-0.7, 8&-4, 3&-1
CNC(=O)C1=C[C@H](c2csc3ccccc23)C[C@H](OCc2ccc(CO)cc2)O1
→ ·, -2, 2, ·, -1.4, ·, -2
COc1cc2c(cc1OC)C(COc1ccc(F)cc1)N(C(C)=O)CC2 (stereo not drawn)
→ -5, 8, -14, 9, 2.0, 48, -2
O=C(C[C@H]1C=C[C@H](NC(=O)C2CC2)[C@@H](CO)O1)NCCCN1CCOCC1
→ ·, ?, -27, ·, 0.0, 17, -4
O=C(N/N=C/c1c[nH]c2ccccc12)c1cc(Br)ccc1O
→ 15, 1, 2, 2, -0.8, -27, 8
CCCn1c(=N)c(S(=O)(=O)c2ccccc2)cc2c(=O)n3cccc(C)c3nc21
→ 5, -2, -7, 5, 0.6, -17, 0
CC(C)CNC(=O)c1cccc(NC(=O)CSc2ccc(Cl)cc2)c1
→ ·, ·, 5, -1, ·, -8, ·
N#Cc1c(C#N)c(SSc2c(C#N)c(C#N)c(N)n2-c2ccccc2)n(-c2ccccc2)c1N
→ -8, 5, -24, -12, -1.4, 20, 51*
CC(C)(C)c1ccc(C(=O)Nc2ccc([N+](=O)[O-])cn2)cc1
→ -3, 2, -177, -6, ·, 2, -30
N#Cc1ccc(C(C(=O)NC2CCCCC2)n2c(=O)c(-c3ccccc3)nc3ccccc32)cc1 (stereo not drawn)
→ ·, 17, 21, 2, 2.0, 2, 7
CO[C@@H]1CN(C)C(=O)c2ccc(NC(=O)NC(C)C)cc2OC[C@@H](C)N(Cc2ccc(-c3ccccn3)cc2)C[C@H]1C
→ ·, -9, 12, 2, 2.6, 3, 1
Cc1ccc(S(=O)(=O)N2CCCC2)cc1C(=O)NCC(C)(C)N1CCOCC1
→ 3, -7, -9, -2, 0.6, -10, 2
COc1ccc(S(=O)Cc2ccc(C(=O)NCc3cccc(OC)c3)o2)cc1 (stereo not drawn)
→ ·, -2, 12, 2, -2.0, -4, 1
Cc1cc(C(=O)Nc2cccc3c2O[C@H](CN(C)Cc2ccc(C(F)(F)F)cc2)[C@H](C)CN([C@@H](C)CO)C3=O)n(C)n1
→ -4[16.7 µM], 0, -3, ·, 0.7, 13, 10
O=C(Nc1cccc(S(=O)(=O)N2CCCCC2)c1)c1ccc2ccccc2n1
→ ·, ·, -11, -4, ·, -44, ·
CC(C)NC(=O)N(C)C[C@H]1Oc2ccc(NC(=O)Cn3cnnn3)cc2C(=O)N([C@@H](C)CO)C[C@H]1C
→ 0[16.7 µM], ·, ·, ·, 1.4, 24, 4
COc1ccccc1OCC(=O)O/N=C(\N)c1ccccn1
→ ·, -7, -177, 1, 1.5, ·, -40
C/C=C(/C)C(=O)Nc1cccc(C2=NOC3(C2)C[C@@H](C(N)=O)N(C(=O)c2ccc(OC)cc2)C3)c1 (stereo partly drawn)
→ -9, 18, -7, -2, 0.2, 1, -13
S=C1NC(c2ccccc2)=NCN1c1ccccc1
→ -7, ·, -115, -5, ·, ·, ·
C#CCOCCOCCOCCNc1nc(N2CCN(C(=O)[C@H](C(C)C)n3cc(CCO)nn3)CC2)nc(N2CCN(C(=O)[C@H](C)n3cc(CCCN=C(N)N)nn3)CC2)n1
→ ·, -4, 7, 5, 3.9, 2, -9
COC(=O)C[C@H]1C[C@H]2c3cc(NS(=O)(=O)c4ccc(OC)cc4)ccc3O[C@H]2[C@H](CO)O1
→ 21, 8&-6, 5, 1&-7, -0.2&-2.9, 1&4, 1&28
COc1cc(OC)c2c3c(c(C4CCCCC4)nc2c1)CCC3
→ 1, 0, 2, -6, 4.5, 266*, 8
COc1cccc(OCC(=O)N2CCCc3ccccc32)c1
→ 1, 3, -33, -7, -0.1, 18, -28
COc1ccc(-c2ccc([C@@H]3[C@@H](CO)N4C(=O)CN(C(=O)C5CCCC5)C[C@H]34)cc2)cc1
→ ·, 1, -9, -2, 0.9, -5, 6
CC(C)NC(=O)N(C)C[C@H]1OCCCC[C@@H](C)Oc2ccc(NS(=O)(=O)c3ccc(Cl)cc3)cc2C(=O)N([C@@H](C)CO)C[C@@H]1C
→ -3[16.7 µM], -7, 4, 2, 1.5, -7, 3
C=CCNCC(=O)Nc1sc2c(c1C(=O)Nc1ccc(OC)cc1OC)CCC2
→ ·, -2, -11, -3, 1.6, 6, 5
COc1cccc2sc(N(CCCN(C)C)C(=O)C(c3ccccc3)c3ccccc3)nc12
→ -74, 4, 27, 13, 0.7, -14, 15
COc1ccc(Cl)cc1C(=O)NNC(=O)c1nn(C)c(=O)c2ccccc12
→ 10, 18, 24, -1, 2.1, 3, 10
C/C=C/c1ccc([C@H]2[C@@H](CO)N3C(=O)CN(C(=O)c4ccncc4)C[C@@H]23)cc1
→ ·, -1, ·, -8, -1.2, 5, -6
COc1ccc(CCN2C(=O)CC(Cc3ccc(C)cc3)C2=O)cc1OC (stereo not drawn)
→ ·, 2, 23, -5, 4.0, 23, 6
CCS(=O)(=O)N1[C@H](CO)[C@H](c2ccc(C3=CCCCC3)cc2)[C@@H]1C#N
→ ·, 9, -6, 4, 2.3, 15, -9
O=c1ccc(-c2ccc(S(=O)(=O)N3CCN(c4cccc(Cl)c4)CC3)o2)n[nH]1
→ -1, 2, -14, 8, -1.7, 0, ·
Cc1cc(NC(=O)CN(C)S(=O)(=O)c2cccc(Cl)c2)no1
→ ·, ·, 0, 20, -4.8, 11, -4
CSCCC(C(=O)Nc1c(C)cccc1C)N1CCN(c2ccc(F)cc2)CC1 (stereo not drawn)
→ 1, -15, 4, 5, 5.4, -27, -2
O=C(NCC1CCCO1)c1onc(CSc2ccc(F)c(F)c2)c1C(=O)O (stereo not drawn)
→ ·, 12, 9, -11, -0.8, -7, -8
O=C(CCC1CCCN(C(=O)c2cccs2)C1)N1CCN(c2ccccn2)CC1 (stereo not drawn)
→ ·, 7, 0, 2, -1.6, 13, 2
CN(C)C(=O)[C@H]1[C@H](CO)[C@H]2Cn3c(cccc3=O)[C@H]2N1C(=O)C1CCCC1
→ ·, 2, ·, -16, 1.5, 11, -4
CC(C)S(=O)(=O)N[C@@H]1c2cc3c(cc2[C@H](c2ccccc2)[C@H]1C)OCO3
→ ·, -7, 9, -3, 3.2, 11, 1
C/C(=N\NC(=O)c1cccc([N+](=O)[O-])c1)c1cccnc1
→ -3, 12, 20, -6, 3.9, -2, 18
CC1(c2cccc(Br)c2)NC(=O)N(CC(=O)N2CCN(C(=O)c3ccco3)CC2)C1=O (stereo not drawn)
→ ·, -1, -7, 4, 0.4, 7, 4
CC1CCN(C(=O)COC(=O)c2ccc(Br)o2)CC1
→ 11, 4, ·, ·, -2.4, -10, -3
O=C(NC1CCCC1)C(c1ccncc1)N(C(=O)c1ccco1)c1ccc(F)c(Cl)c1 (stereo not drawn)
→ -3, -6, -10, -6, 0.5, -9, -6
C=CCN(C(=O)Cn1ncc2c1-c1cc(C)ccc1OC2)c1ccccc1
→ -2, -5, 19, -10, 0.4, -7, 0
COc1ccc(C(=O)Nc2ccc(-c3ccc(C)o3)cc2)cc1S(=O)(=O)N1CCOCC1
→ -15, ·, 18, -9, ·, ·, ·
O=C(C[C@H]1CC[C@H]2[C@@H](COC[C@H](O)CN2CCC(F)(F)F)O1)N1CCC(Cc2ccccc2)CC1
→ 2[16.7 µM], 1, 6, 16, -1.9, -12, 2
C[C@@H]1CN([C@H](C)CO)C(=O)Cc2cc(NC(=O)Nc3ccccc3)ccc2O[C@H]1CN(C)S(=O)(=O)c1cccs1
→ -7[16.7 µM], 18, -2, ·, -3.6, 13, -5
COc1cccc(NC(=S)N(C)C2CCN(C)CC2)c1
→ 3, -5, -2, 0, -2.0, 23, 13
O=C(Nc1ccc(C(=O)Nc2ccccc2Cl)cc1)c1cccnc1
→ -3, -7, -44, 1, -1.4, 21, -49
Cc1ccsc1C1C(C#N)=C(N)N(N(C)C)C2=C1C(=O)CC(C)(C)C2 (stereo not drawn)
→ -4, -2, 9, ·, 1.8, 3, 9
O=C(OCC(=O)N1CCCCC1)c1ccccc1SCC(=O)N1CCCCC1
→ -3, 1, 23, 10, 3.0, -4, 2
COc1ccc(NC(=O)Nc2ccc3c(c2)C(=O)N([C@H](C)CO)C[C@@H](C)[C@@H](CN(C)S(=O)(=O)c2ccc(F)cc2)O3)cc1
→ 22[16.7 µM], -6, 24, ·, 0.6, -26, 17
O=C(CCC(=O)c1cccs1)NCC(=O)Nc1ccc(F)c(F)c1F
→ ·, 9, -2, -5, 0.5, -6, 6
COc1ccc(OCC(=O)Nc2ccccc2OC)cc1
→ ·, 8, ·, ·, 1.3, 11, -26
CCN1C[C@@H]2[C@@H]3C(=O)N(Cc4ccccc4)C(=O)[C@@H]3[C@](C)(C1=O)N2C(=O)c1ccc(Cl)c(Cl)c1
→ 2, -1, 10, -1, -4.0, -29, -6
CC(=O)Nc1c(NC(C)C)c2ccccc2oc1=O
→ -2, ·, 0, -1, ·, ·, ·
CC(=O)c1c(C)[nH]c(C(=O)Nc2ccc(Cl)cc2F)c1C
→ 23, -7, -151, 0, -0.6, 16, -147
O=C(CCCCCNc1nc(=S)[nH]c2ccccc12)NCCC1=CCCCC1
→ 1, 9, 35, 8, -6.1, -10, 14

(cont.)
Results follow in this order: miR-122 sensor, DENV2 CPE rescue, PAX8 reporter, FN deposit inh, F508del corr, GSIS activator, EWS-Fli block
CCCc1ccc2oc(C(=O)NCCCN3CCOCC3)c(C)c2c1
→ 3, 2, ·, 1, -3.7, -7, -57
O=C1c2cccc([N+](=O)[O-])c2C(=O)N1c1cccnc1
→ ·, ·, -4, 6, -1.2, 4, 8
Cc1cc(C)cc(N(C(=O)c2csnn2)C(C(=O)NC2CCCCC2)c2ccccn2)c1 (stereo not drawn)
→ 0, 1, 17, -14, 0.4, 7, -6
O=C(Nc1ccccc1)N1CC(=O)N2[C@H](C1)[C@H](c1ccc(C#CC3CC3)cc1)[C@@H]2CO
→ ·, 13, -11, 7, 0.5, -13, -3
COc1ccc(-c2cc3nc(NCCNC(C)=O)n(C)c(=O)c3s2)c(C)c1
→ -4, -1, 12, 8, 3.3, 7, 3
Cc1cccc(CNC(=O)C(C)n2nc(C)c3c(C)n(-c4ccccc4)nc3c2=O)c1 (stereo not drawn)
→ 1, 0, 31, 14, -0.1, -5, 0
COc1ccc(CNC(=O)CN(C(=O)c2snc(C(N)=O)c2N)c2ccc(F)cc2)cc1
→ ·, ?, -9, -1, 2.5, 5, 5
